12-LOX inh = ALOX12 (human) lipoxygenase inhibition; P18054; Potency, µM (highest dose often 108 µM), for inactives: at the highest dose activity change, negative = inhibition, hits mostly inhibitors; 1.1% of 580,000 active; purified 12hLO, xylenol orange hydroperoxide absorbance; AID 1671190; further: potency means the concentration at half of the fitted maximal effect; on the % scale 0 is the no-effect control and ±100 the full control effect
Target sequence (P18054 whole entry, looked up): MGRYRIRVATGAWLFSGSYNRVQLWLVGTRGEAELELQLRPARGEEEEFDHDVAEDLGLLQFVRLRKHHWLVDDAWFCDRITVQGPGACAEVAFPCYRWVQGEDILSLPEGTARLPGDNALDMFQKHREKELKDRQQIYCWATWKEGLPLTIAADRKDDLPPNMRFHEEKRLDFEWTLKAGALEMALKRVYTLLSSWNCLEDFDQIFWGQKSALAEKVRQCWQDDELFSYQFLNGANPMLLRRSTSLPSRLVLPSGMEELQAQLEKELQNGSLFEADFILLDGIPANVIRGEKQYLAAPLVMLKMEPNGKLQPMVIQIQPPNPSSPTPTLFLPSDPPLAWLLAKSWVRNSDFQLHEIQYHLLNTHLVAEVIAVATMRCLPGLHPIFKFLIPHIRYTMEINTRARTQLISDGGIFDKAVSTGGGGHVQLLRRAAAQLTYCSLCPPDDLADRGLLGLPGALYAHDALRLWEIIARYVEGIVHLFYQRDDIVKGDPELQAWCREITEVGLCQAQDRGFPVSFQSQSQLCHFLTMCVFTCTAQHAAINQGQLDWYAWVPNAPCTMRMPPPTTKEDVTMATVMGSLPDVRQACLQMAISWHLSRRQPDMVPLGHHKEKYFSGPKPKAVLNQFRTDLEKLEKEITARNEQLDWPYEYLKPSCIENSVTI
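Purified human 12hLO (150 nM final) in 25 mM Hepes, 0.01% Triton X-100, pH 7.0 was preincubated 15 min at room temperature with compound. Then 40 uM arachidonic acid was added, 30 min. Hydroperoxide was read by Fe-XO absorbance ratio 573/405 nm.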
BLM helicase inh = inhibitors of human Bloom syndrome helicase BLM; P54132; recombinant BLM DNA unwinding, fluorescence dequenching; 0.2% of 350,000 active; Potency, µM (top dose mostly 56.1 µM), for the others: at the highest dose activity change, negative = inhibition, hits mostly inhibitors;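 further: potency means the concentration at half of the fitted maximal effect; plate controls were vehicle for no effect and no enzyme for full effect; nearly all actives have a fitted effect of over 35% in size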
ERG Ets-DNA blk = inhibitors of human ERG Ets domain-DNA interaction | P11308 | Potency, µM (highest dose often 76.9 µM), for the others: top-dose FP activity, negative = inhibition, usual class: inhibitors | fluorescence polarization, His-ERG Ets domain / labelled DNA | 0.028% of 370,000 active; active means well fitted inhibition curve with a large enough effect in the polarisation, with a control signal flat; inconclusive means small, poorly fitted or top-dose-only effect, or effect the other way, or a change in a side signal; inactive means no such curve, though single readings can be large or run the other way; the % refers to the polarisation;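 further: polarization taken with two DNA probes labelled with fluorescein and Texas red; potency means the concentration at half of the fitted maximal effect; % of control where 0% means no effect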
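His-tagged ERG Ets domain (1 uM in the protein solution; 300mM KCl, 50mM Tris-HCl, 1mM EDTA, 1mM DTT, pH 7.5) received compound, then a probe mix of 5 nM fluorescein-DNA and 100nM Texas-615-DNA. Fluorescence polarization was read for both dyes.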
TRHR agonist = agonists of human TRH receptor; activation, % at 2 µM; 0.18% of 360,000 active; P34981; TRHR cells, calcium flux fluo-8, FDSS agonist mode; in the data active means activation above about 30%; further: 0% is about no effect
Target sequence (P34981 whole entry, looked up): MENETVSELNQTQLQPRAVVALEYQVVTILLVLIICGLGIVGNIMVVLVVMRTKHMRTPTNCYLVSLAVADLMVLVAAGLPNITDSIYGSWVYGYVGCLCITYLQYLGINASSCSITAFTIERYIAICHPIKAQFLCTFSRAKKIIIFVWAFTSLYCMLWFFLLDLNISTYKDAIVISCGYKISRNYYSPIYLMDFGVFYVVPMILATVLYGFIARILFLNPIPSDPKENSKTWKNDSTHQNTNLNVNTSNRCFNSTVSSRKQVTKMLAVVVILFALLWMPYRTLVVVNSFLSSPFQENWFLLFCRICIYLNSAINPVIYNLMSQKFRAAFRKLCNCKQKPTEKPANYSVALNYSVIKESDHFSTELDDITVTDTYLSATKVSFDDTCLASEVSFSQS
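Steps: seed TRHR cells overnight; add fluo-8 no-wash Ca dye, RT 30 min–1.5 h; record 10 s baseline; pin-transfer compounds; monitor fluorescence 1 cycle/s for the agonist window. Calcium increases flag candidate agonists.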
Pol beta inh = blocks human DNA polymerase beta activity. AID 485314. Pol beta primer extension/strand displacement, fluorescence kinetic. Potency, µM (series often up to 114 µM), inactives show at the top dose activity change, negative = inhibition, actives largely listed as inhibitors. 1.3% of 340,000 active. P06746; further: potency means the concentration at half of the fitted maximal effect; on the % scale 0 is the no-effect control and ±100 the full control effect
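Reaction started by 50 nM substrate onto compound-treated Pol beta (10 nM, 15 min preincubation, room temperature); plates read at 0 min and 10 min. Normalized concentration-effect data fitted by four-parameter Hill equation.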
Pol kappa inh = blocks human DNA polymerase kappa activity | Q9UBT6 | purified Pol kappa, fluorescent DNA synthesis assay, 10 min | Potency, µM (titrated, usually from 107 µM), inactives show top-dose activity, negative = inhibition, actives largely listed as inhibitors | 0.53% of 400,000 active; further: potency means the concentration at half of the fitted maximal effect; on the % scale 0 is the no-effect control and ±100 the full control effect
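Enzyme at 10 nM met test compounds for 15 min at room temperature. Substrate addition (50 nM final) began the reaction, which was monitored by fluorescence at 0 and 10 min.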
Anesthetic bind = candidate novel general anesthetic via apoferritin binding. apoferritin/1-aminoanthracene competitive binding, fluorescence. AID 485281. 0.074% of 350,000 active. Potency, µM (series often up to 77.5 µM), inactives show top-dose activity change, negative = displacement, most hits filed as inhibitors; further: potency means the concentration at half of the fitted maximal effect; on the % scale 0 is the no-effect control and ±100 the full control effect; nearly all actives have a fitted effect of over 20% in size
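Probe: 1-aminoanthracene (50% saturated, PBS). Protein: horse-spleen apoferritin, 10 uM. Incubation: 10 min, room temperature. Detection: 380 nm excitation, 535 nm emission. Analysis: normalized response, four-parameter Hill.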
APEX1 inh = APE1 (human) endonuclease inhibition; P27695; recombinant APE1, TAMRA/BHQ-2 abasic DNA cleavage fluorescence; Potency, µM (doses to about 65.8 µM), inactives show at the highest dose activity change, negative = inhibition, hits mostly inhibitors; 0.35% of 350,000 active;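 further: potency means the concentration at half of the fitted maximal effect; plate controls were vehicle for no effect and reference inhibitor for full effect; nearly all actives have a fitted effect of over 55% in size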
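Incision of a quenched TAMRA/BHQ-2 THF abasic-site duplex (50 nM) by 0.75 nM APE1, after 15 min compound preincubation, measured as fluorescence increase over three 60 s reads. Values normalized to buffer, DMSO and NSC13755 control wells.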
Pol iota inh = inhibitors of human DNA polymerase iota; Pol iota fluorescent replication assay, 10 min; AID 588590; Potency, µM (doses to about 115 µM), inactives show at the top dose activity, negative = inhibition, usual class: inhibitors; 1% of 390,000 active; Q9UNA4; further: potency means the concentration at half of the fitted maximal effect
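Pol iota at 10 nM preincubated 15 min with compounds at room temperature; reaction started with fluorescent substrate, 50 nM final. Fluorescence read kinetically at 0 and 10 min; buffer-only wells as negative control.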
* marks the source's active call; other numbers are inactive results; ? = inconclusive; / = no result given; & = joins results of further samples; [ ] = dose if it differs, or a comment. Unless noted, the call rests on the fitted dose curve; in most records, active means well fitted curve in the direction sought with a large enough effect; inconclusive means small, poorly fitted or top-dose-only effect, or another doubt; inactive means no such curve, though single readings can be large; an effect the other way counts as inactive or inconclusive. A portion of the library. The share of hits here may be higher or lower than overall.

item	mol	12-LOX inh	BLM helicase inh	ERG Ets-DNA blk	TRHR agonist	Pol beta inh
1	COCCNC(=S)N1CCN(C(c2ccccc2)c2ccccc2)CC1	0%	-7%	3%	-0.8	22%
2	Cc1cc(N/N=C/c2ccc(O)cc2O)nc(-c2ccccc2O)n1	/	-1%	3%	-0.1	22%
3	O=C(/C=C/c1ccco1)Nc1nc(-c2ccccn2)cs1	-10%	-23%	7%	0.2	25µM*
4	Cn1c(SCC(=O)Nc2cccc(S(=O)(=O)NC3=NCCCCC3)c2)nnc1-c1ccncc1	-5%	-3%	-7%	0.2	30%
5	CC(Sc1nc2ccccc2c(=O)n1CCc1ccc(S(N)(=O)=O)cc1)C(=O)NC(N)=O (stereo not given)	-2%	3%	-5%	-1.3	0%
6	CCCc1c(C(=O)Nc2ccc(F)cc2C)cnn1-c1ccccc1	-6%	-2%	-3%	-0.6	-1%
7	COc1ccc(NC(=O)CCN2C(=O)c3ccc([N+](=O)[O-])cc3C2=O)c(OC)c1	1%	1%	21%	0.1	12%
8	CC(C)(C)c1ccc(C(=O)N2CC(=O)Nc3ccc(F)cc3C2c2ccc(F)cc2)cc1 (stereo not given)	3%	-14%	-2%	3.0	1%

item	Pol kappa inh	Anesthetic bind	APEX1 inh	Pol iota inh
1	-7%	-7%	5%	44%[activator]
2	3%	-13%	16%	18%
3	32µM*	-13%	1%	?
4	-1%	-13%	4%	-19%
5	-25%	-5%	96%[activator]	-13%
6	-4%	-17%	6%	-1%[58.9 µM]
7	-6%	4%	-4%	17%
8	-1%	-6%	/	-7%

Remaining list, next part
item	mol	12-LOX inh	BLM helicase inh	ERG Ets-DNA blk	TRHR agonist	Pol beta inh
9	Cc1cccc(-n2c(=O)[nH]c3c(C(N)=O)nc(CC(C)C)nc32)c1	3%	-2%	-4%	-0.8	33%
10	c1coc(-c2nnc3sc(-c4cccs4)nn23)c1	?	-1%	1%	-1.3	?
11	CN(c1ccccc1)S(=O)(=O)c1cccc(NC(=O)CSc2nnc(N)s2)c1	0%	-5%	3%	0.2	14%
12	COc1ccc(CN(CC(O)COCc2ccccc2)S(=O)(=O)c2ccccc2Br)cc1OC (stereo not given)	?	/	-10%	/	/
13	CCOCCCN(C(=O)c1ccco1)C(C(=O)NC1CCCC1)c1ccc(OC)cc1 (stereo not given)	-3%	-1%	-7%	0.5	29%
14	O=C(CSc1nc2ccccc2o1)Nc1ccccc1N1CCOCC1	-12%	-3%	-3%	-0.8	1%
15	CC(C)CN(C(=O)COC(=O)CCc1nc2ccccc2s1)c1c(N)n(Cc2ccccc2)c(=O)[nH]c1=O	-7%	/	/	-0.1	/
16	COc1cccc(-c2nc(CS(=O)(=O)CC(=O)Nc3ccccc3Cl)c(C)o2)c1	-15%	-6%	-6%	0.1	47%

item	Pol kappa inh	Anesthetic bind	APEX1 inh	Pol iota inh
9	2%	-11%	-10%	10%
10	-2%	-6%	-8%	?
11	1%	-16%	-5%	21%
12	-2%	/	-24%	-27%
13	-7%	-11%	34%	117%[activator]
14	-3%	?	-1%	-3%
15	-13%	/	-18%	2%
16	9%	-8%	33%	-18%

Other entries:
item	mol	12-LOX inh	BLM helicase inh	ERG Ets-DNA blk	TRHR agonist	Pol beta inh
17	COc1ccccc1N1CCN(C(=O)Cn2ncc3c([nH]c4ccccc43)c2=O)CC1	?	-3%&-3%	0%&2%	0.3&0.1	11%&-7%
18	Cn1c2c(c(=O)n(C)c1=O)CN(Cc1ccco1)CN2	190%[activator]	2%	-4%	0.0	?
19	NC(=O)CC[C@H](NC(=O)c1ccc(F)cc1)C(=O)OCC(=O)Nc1c(F)c(F)c(F)c(F)c1F	-17%	4%	-8%	0.3	26%
20	CN(C)C(CNC(=O)c1cccc(S(=O)(=O)N2CCN(c3ccc(F)cc3)CC2)c1)c1ccccc1 (stereo not given)	-13%	/	-3%	/	/
21	CCOCCCNC(=O)CCc1ccc(S(=O)(=O)Nc2ccc(C)cc2)cc1	0%	1%	-9%	0.9	3%
22	CC1(COc2ccc(C[C@H]3SC(=O)NC3=O)cc2)CCCCC1	?	-19%	/	/	/
23	O=C(NCc1ccccc1F)C1CCCN1C(=O)NCc1ccccc1 (stereo not given)	15%	-2%	1%	0.4	18%
24	COc1cccc(/C=N/Nc2ccc(C(=O)O)cc2)c1O	?	-4%	-6%	0.2	24%

item	Pol kappa inh	Anesthetic bind	APEX1 inh	Pol iota inh
17	-6%&6%	-3%&-11%	36%[activator]	5%&31%
18	-4%	-2%	1%	-2%
19	-2%	2%	4%	28%
20	-18%	/	/	3%
21	-15%	-6%	2%	115%[activator]
22	-8%[19.4 µM]	/	8%	/
23	-4%	-9%	16%	14%
24	-4%	-7%	-6%	-8%

Additional entries.
item	mol	12-LOX inh	BLM helicase inh	ERG Ets-DNA blk	TRHR agonist	Pol beta inh
25	CC1=NNC(=O)C1C(c1ccccc1)C(C#N)C#N (stereo not given)	-4%	0%	-7%	0.4	11%
26	CCCSCCCNC(=O)Cn1nc(CC)n2c(cc3c(OC)cccc32)c1=O	-13%	-16%	-3%	-0.2	?
27	CCOC(=O)N1CCC(NC(=O)CS(=O)Cc2nc(-c3ccc(C)cc3)oc2C)CC1 (stereo not given)	27%&-1%	1%	8%	1.8	77%
28	CCOC(=O)c1c(C)[nH]c(C(=O)COC(=O)c2c(CC)noc2C)c1C	8%	/	-2%	-0.2	/
29	Cc1noc(-c2ccccc2OCC(=O)Nc2ccccc2[N+](=O)[O-])n1	-19%	-3%	-1%	-0.3	4%
30	O=C1NC(=S)SC1=C1CCCCCC1	?	?	6%	-2.1	-28%
31	COc1ccc(/C=N/Nc2ccc([N+](=O)[O-])cc2)cc1Cn1cc([N+](=O)[O-])cn1	9%	-11%	2%	4.9	1%
32	N#CCSc1ccccc1NC(=O)CN1C(=O)C(=O)N(Cc2ccccc2)C1=O	-14%	/	-4%	/	/

item	Pol kappa inh	Anesthetic bind	APEX1 inh	Pol iota inh
25	-6%	0%	-2%	-8%
26	-4%	-3%	-10%	?
27	9%	-4%	10%	7%
28	4%	/	-1%	22%
29	-3%	-18%	/	9%
30	-10%	?	-3%	?
31	-4%	-18%	1%	10%
32	-3%	/	29%	83%[activator]

Some of the entries so far, with two lines to a compound:
Order of results – 12-LOX inh, BLM helicase inh, ERG Ets-DNA blk, TRHR agonist, Pol beta inh, Pol kappa inh, Anesthetic bind, APEX1 inh, Pol iota inh
30	O=C1NC(=S)SC1=C1CCCCCC1
→ ?, ?, 6%, -2.1, -28%, -10%, ?, -3%, ?
28	CCOC(=O)c1c(C)[nH]c(C(=O)COC(=O)c2c(CC)noc2C)c1C
→ 8%, /, -2%, -0.2, /, 4%, /, -1%, 22%

New compounds follow.
item	mol	12-LOX inh	BLM helicase inh	ERG Ets-DNA blk	TRHR agonist	Pol beta inh
33	CCn1c(SCC(=O)Nc2cc(C)c(Cl)cc2OC)nnc1-c1ccco1	5%	-2%	7%	-1.0	9%
34	O=C(NC1CCCC1)C(c1ccc(F)cc1)N(C(=O)c1csnn1)C1CCCC1 (stereo not given)	-4%	-2%	-4%	0.3	33%
35	Clc1ccccc1-c1nc(-c2cccnc2)no1	-12%	-4%	-12%	-0.5	18%
36	N#Cc1ccccc1COC(=O)CCN=C1NS(=O)(=O)c2ccccc21	-9%	/	-1%	/	/
37	O=c1c2ccccc2nc2sc(Nc3cccc(Cl)c3)nn12	-21%	/	/	0.4	/
38	CCOC(=O)N1CCC(NC(=O)c2cnn(-c3ccc(F)cc3F)c2C2CCN(C(=O)OC(C)(C)C)CC2)CC1	9%	-8%	4%	0.8	36%
39	N#C/C(=C/c1cn(Cc2ccccc2Cl)c2ccccc12)C(=O)Nc1cccc(Cl)c1	-15%	-2%	1%	2.1	0%
40	COc1ccc(NC(=O)CSc2nc3ccncc3[nH]2)c(OC)c1	-3%&-16%	-3%&-1%	5%&-4%	-0.1&-0.1	29%&36%

item	Pol kappa inh	Anesthetic bind	APEX1 inh	Pol iota inh
33	4%	1%	-8%	-14%
34	-7%	-1%	-7%	89%[activator]
35	-9%	?	4%	27%
36	-14%	/	-1%	-3%
37	-3%	/	-29%&-43%	11%
38	-3%	-7%	/	15%
39	1%	65%[activator]	/	30%
40	11%&5%	-2%&-5%	39%	4%&-9%

Down the list, quoted from above.
Nos. 17–24 in 12-LOX inh, in turn: ?, 190%[activator], -17%, -13%, 0%, ?, 15%, ?
Nos. 17–24 in APEX1 inh, in turn: 36%[activator], 1%, 4%, /, 2%, 8%, 16%, -6%

Carrying on:
item	mol	12-LOX inh	BLM helicase inh	ERG Ets-DNA blk	TRHR agonist	Pol beta inh
41	CCn1cc(C(=O)N(C)Cc2ccc(OC(F)F)cc2)c(=O)c2ccc(C)nc21	0%	-8%	0%	-0.2	0%
42	Cc1cc(C(=O)Cn2nnc(-c3ccc(Cl)cc3)n2)c(C)n1CC1CCCO1 (stereo not given)	24%	-8%	/	0.0	0%
43	O=C(Nc1nc2ccccc2[nH]1)C1CCCO1 (stereo not given)	9%	-5%	/	0.6	11%
44	CCOc1cc(N2CCOCC2)c(OCC)cc1NC(=O)[C@H](C)NC(=O)c1ccco1	0%	-3%	9%	-0.9	?

item	Pol kappa inh	Anesthetic bind	APEX1 inh	Pol iota inh
41	1%	-5%	17%	15%
42	-9%	7%	1%	23%
43	-3%	-6%	12%	19%
44	-14%	1%	0%	77%[activator]
